Compound activity (PubChem)
RAD54 branch = blocks human RAD54 Holliday junction branch migration | actives 0.14% (n = 360,000) | AID 602329 | Q92698 | FAM/BHQ fluorescence | inhibition, % at 10.4 µM;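 active = mean normalized replicate activity at least 40 and at least half of replicates scoring 40 or more; inconclusive = only one of the two criteria met; inactive = mean below 40 and under half of replicates reaching 40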;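 note: 0% = median of neutral control wells and 100% = median of positive control wells; inhibitors cause a drop in the FAM fluorescence signal; in these data hits start at about 50%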
E-selectin induc = E-selectin induction on HUVECs | HUVEC E-selectin immunofluorescence imaging; normalized: neutral wells 0, TNF-alpha wells 100 | activation, % at 7.58 µM | actives 0.37% (n = 260,000);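 active = mean E-selectin-positive cell signal at least 10% of the positive control, reached in at least 60% of replicates, without over 20% cell loss; inconclusive = no rule given, readout overlaps actives, possibly toxicity-flagged; inactive = the rest, including those meeting only one limit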;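 note: in these data hits start at about 27%; measured in HUVEC primary endothelial cells; signal is the percent of cells scored E-selectin positive by PE staining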
Target sequence (P16581 whole entry, looked up): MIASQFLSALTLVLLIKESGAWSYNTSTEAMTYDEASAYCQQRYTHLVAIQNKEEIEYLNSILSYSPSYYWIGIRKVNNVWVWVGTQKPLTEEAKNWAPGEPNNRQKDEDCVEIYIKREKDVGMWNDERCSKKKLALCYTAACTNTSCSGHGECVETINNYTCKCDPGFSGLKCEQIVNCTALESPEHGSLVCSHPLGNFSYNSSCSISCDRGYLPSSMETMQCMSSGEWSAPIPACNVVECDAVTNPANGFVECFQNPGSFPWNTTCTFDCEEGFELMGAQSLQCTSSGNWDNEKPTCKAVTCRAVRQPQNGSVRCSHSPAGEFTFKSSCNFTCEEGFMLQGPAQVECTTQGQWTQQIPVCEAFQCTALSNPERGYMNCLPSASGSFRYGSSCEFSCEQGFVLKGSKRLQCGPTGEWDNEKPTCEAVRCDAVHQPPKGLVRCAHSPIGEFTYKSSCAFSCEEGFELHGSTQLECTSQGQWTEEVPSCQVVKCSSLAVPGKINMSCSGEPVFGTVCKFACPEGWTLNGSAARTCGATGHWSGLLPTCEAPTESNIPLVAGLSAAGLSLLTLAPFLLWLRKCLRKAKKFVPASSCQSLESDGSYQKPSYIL
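material = human umbilical vein endothelial cells (HUVEC), E-selectin induction | quantity = 3,000 cells/well | medium = EGM-2 growth medium on 0.1% gelatin-coated wells | technique = immunofluorescence imaging | read-out basis = % PE-positive cells | control set = TNF-alpha positive control, DMSO neutral control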
XiGFP reactiv = X-chromosome reactivation activator; XiGFP mouse fibroblasts, % GFP-positive cells imaging, 3 d; cells co-treated with 5-aza-dC sensitizer; scaled so ellipticine positive control = 100%; activation, % at 7.58 µM; actives 0.055% (n = 360,000);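 active = mean normalized replicate activation at least 10% and every replicate at or above 10%; inconclusive = only one of the two criteria met; inactive = mean below 10% and not all replicates reach 10%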;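 note: 0% = median of on-plate neutral control wells and 100% = ellipticine 6 µM median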
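System: 68-5-11 XiGFP fibroblast line; Timing: 3 days compound exposure; Compound dosing: one concentration, pinned; Benchmarks: positive control ellipticine, 6 µM final; Buffer or medium: DMEM containing 5-aza-dC.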
CFTR F508del cor = CFTR F508del correction in bronchial cells; CFBE cells, YFP halide quenching; stimulated with forskolin plus potentiator P3; % fluorescence drop versus neutral controls; activity (quench increase), % at 7.58 µM; actives 0.36% (n = 350,000); AID 720511;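 active = mean added fluorescence quench of at least 8% versus neutral control, with both replicates also reaching 8%; inconclusive = only one of the mean or replicate conditions met; inactive = mean below 8% and not both replicates reaching 8%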;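 note: cells transiently co-express mutant CFTR-F508del with the halide-sensitive YFP; corrector assay measuring rescue of mutant channel to the surface after 24 h compound exposure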
DENV2 CPE = protects cells from dengue virus 2 cytopathic effect; DENV2-infected cells, cytopathic effect rescue, plate reader; CPE inhibition, % at 9.99 µM; actives 1.7% (n = 350,000); in the data active = CPE inhibition above about 20%, passing the limit was not always enough; inconclusive = no clear call, values can overlap the other calls; tested in BHK-21 cells;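 note: 0% = median of neutral control wells and 100% = median of positive control wells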
INS-1E GSIS act = GLuc luminescence reporter in INS-1E cells, primary screen for activators of glucose-dependent secretion of insulin | INS-1E GLuc reporter insulin secretion, 2-3 h | activation, % at 16.6 µM | actives 0.61% (n = 370,000);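 active = lowest replicate activation of at least 40%, so every replicate reaches that level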;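 note: 0% = median of neutral control wells and 100% = median of IBMX positive control wells; some compounds called inactive have numbers as strong as hits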
CASP6 VEID inh = inhibitors of human caspase-6; inhibition, % at 12.5 µM; AID 686996; purified caspase-6, Z-VEID-R110 cleavage fluorescence; actives 0.53% (n = 350,000); P55212;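 active = mean inhibition across replicates at least about 35%, with every replicate also reaching that limit, limit read from the data; inconclusive = only one of the two criteria met; inactive = neither criterion met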;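 note: 0% = median of neutral control wells and 100% = no fluorescence left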
RAD52 inh = RAD52 (human) annealing inhibition. P43351. recombinant RAD52 DNA annealing, FRET fluorescence. inhibition, % at 18.7 µM. actives 0.46% (n = 360,000). AID 651710;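 active = every replicate showing at least 50% inhibition; inconclusive = mean inhibition at least 50% but not in every replicate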
Target sequence (P43351 whole entry, looked up): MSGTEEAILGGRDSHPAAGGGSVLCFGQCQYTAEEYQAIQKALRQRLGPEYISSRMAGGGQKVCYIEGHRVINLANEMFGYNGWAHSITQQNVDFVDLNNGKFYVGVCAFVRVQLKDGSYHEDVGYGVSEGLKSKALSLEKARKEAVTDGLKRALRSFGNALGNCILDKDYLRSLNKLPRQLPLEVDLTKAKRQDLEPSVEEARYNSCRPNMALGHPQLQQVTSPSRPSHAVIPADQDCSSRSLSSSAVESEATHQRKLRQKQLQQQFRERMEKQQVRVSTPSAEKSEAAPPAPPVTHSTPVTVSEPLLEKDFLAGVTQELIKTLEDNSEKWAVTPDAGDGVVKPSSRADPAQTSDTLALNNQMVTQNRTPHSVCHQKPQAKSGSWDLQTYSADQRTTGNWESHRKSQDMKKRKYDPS
An asterisk follows results filed as active; ? = inconclusive; nt = not tested or not shown; & = joins results of further samples. Rows were taken by chance; any-hit rate near 3.7%.

SMILES	RAD54 branch	E-selectin induc	XiGFP reactiv	CFTR F508del cor	DENV2 CPE	INS-1E GSIS act	CASP6 VEID inh	RAD52 inh
Cc1ccc(S(=O)(=O)N(C)C[C@@H]2Oc3c(NC(=O)C4CCOCC4)cccc3C(=O)N([C@@H](C)CO)C[C@@H]2C)cc1	2	0.0	0.1	-2.3	-2	7	0	-7
CCC(=O)N1N=C(c2ccc(NS(=O)(=O)CC)cc2)CC1c1ccc(C)cc1 (centres undefined)	nt	2.3	0.0	nt	-7	-5	2	-14
COCCOC(=O)N1C(=O)[C@@]2(c3cc(C#CCNC(N)=O)ccc31)[C@H](C(N)=O)[C@H]1C(=O)O[C@H](c3ccccc3)[C@H](c3ccccc3)N1[C@@H]2c1ccccc1OCCO	6	nt	nt	-1.8	-4	nt	-2	3
Cc1ccc(Cc2c(-c3ccc(Cl)cc3)nc3c(Cl)cc(C(F)(F)F)cn23)cc1	-7	0.0	0.0	0.6	-4	-6	2	-26
O=C(Cc1cc(=O)[nH][nH]1)N/N=C/c1ccccc1Cl	nt	2.8	0.1	-3.0	17	15	7	-2
O=C(CCCN1CCN(c2ccccn2)CC1)c1ccc(F)cc1	5	-0.3	-0.1	nt	17	nt	-1	0
O=S(=O)(Nc1cccc(S(=O)(=O)N2CCCC2)c1)c1ccccc1F	7	nt	0.0	0.5	-3	nt	-2	-7
Cc1c2c(nc3ccccc13)OCC2	-4	0.0	0.0	0.8	?	nt	0	-6
O=C(O)CCc1ccc(-c2cccs2)n1NC(=O)c1ccc(O)cc1	nt	nt	nt	-2.4	-3	21	26	-30
CCOC(=O)[C@H]1[C@H]2COc3ccccc3[C@@H]2N2C(=O)c3ccccc3NC(=O)[C@@]12C	2	0.2	0.0	0.8	?	-26	4	6
CC(C)CNC(=O)C(=O)Nc1ccc(N(C)C)cc1	nt	-1.1	0.0	-2.5	1	3	-1	-10
CCOc1ccc(N2CC(C(=O)NC3CCSC3=O)CC2=O)cc1 (centres undefined)	-7	nt	0.0	-1.6	-3	-4	7	-7
CCCC(=O)N1CCC2(CC1)CN(C(=O)CC1CC1)[C@H](CO)c1c2c2ccc(OC)cc2n1C	nt	0.1	0.3	1.0	-12	-10	-2	1
C[C@H]1CN([C@@H](C)CO)C(=O)Cc2cc(NC(=O)Nc3ccc4c(c3)OCO4)ccc2O[C@H]1CN(C)Cc1ccncc1	-17	nt	0.1	0.2	nt	5	nt	nt
c1ccc(CNc2ncnc3nc[nH]c23)cc1	1	2.0	0.1	5.0	-2	-2	2	3
O=C(CNS(=O)(=O)c1ccc2ccccc2c1)NCCc1ccccn1	1	3.2	0.0	-0.8	4	10	-3	-7
CCOc1ccc(S(=O)(=O)N2CCCCC2)cc1NC(=O)Cc1cccc(C(F)(F)F)c1	-4	1.0	0.5	2.2	-3	-32	0	-7
CCCNC(=O)N1CC2(C1)[C@H](c1ccccc1)[C@@H](CO)N2CC1CC1	nt	0.2	0.2	0.6	4	3	1	-20
Cc1ccc(NC(=O)C(C)OC(=O)c2cc(=O)[nH]c3ccccc23)cc1S(=O)(=O)N1CCOCC1 (centres undefined)	-3	0.1	0.4	-1.5	17	-14	-6	-25
COc1ccc(CN(C)C[C@@H]2OCCCC[C@H](C)Oc3ccc(NC(=O)NC4CCCCC4)cc3C(=O)N([C@@H](C)CO)C[C@@H]2C)cc1	8	0.2	0.1	-1.3	-4	-6	2	3
CO[C@@H]1CN(C)C(=O)c2ccc(NS(=O)(=O)c3ccc(C)cc3)cc2OC[C@H](C)N(C)C[C@H]1C	5	-0.1	0.3	nt	-3	7	1	9
COc1ccc(S(=O)(=O)N(C)C[C@H]2Oc3ccc(NS(=O)(=O)c4cn(C)cn4)cc3C(=O)N([C@H](C)CO)C[C@@H]2C)cc1	-7	-0.2&8.5	-1.1&0.0	-1.0&2.8	-2	12&-3	1	-18
O=C(N/N=C(\c1ccccc1)c1cccnc1)c1ccc(O)cc1	6	-0.6	0.4	-2.2	-1	21	-1	-5
CNCC(=O)Nc1c(C)n[nH]c1C	-6	-0.5	0.1	-0.5	5	5	-1	4
C[C@H](CO)N1C[C@H](C)[C@H](CN(C)C(=O)Nc2cccc3ccccc23)Oc2c(NS(=O)(=O)c3ccccc3)cccc2C1=O	-1	-0.3	0.0	-3.1	nt	-15	2	-5
O=S(=O)(NN=C(c1ccccc1)c1ccccc1)c1ccccc1	2	1.6	0.1	-0.1	2	8	0	-10
COc1ccc(CNc2nc(=S)[nH]c3cc(OC)c(OC)cc23)cc1	-15	0.3	0.1	-2.3	-2	2	1	1
CC(=O)O[C@H]1C(=O)[C@@]2(C)[C@H]([C@H](OC(=O)c3ccccc3)[C@]3(O)C[C@H](OC(=O)[C@H](O)[C@@H](NC(=O)c4ccccc4)c4ccccc4)C(C)=C1C3(C)C)[C@]1(OC(C)=O)CO[C@@H]1C[C@@H]2O	-3	2.4	0.3	4.3	4	-4	1	6
CN(C)C(=O)c1ccc(-c2ccccc2[C@H]2[C@@H](C#N)N(C(=O)C3CC3)[C@@H]2CO)cc1	nt	0.0	0.0	1.1	-12	6	-1	7
CCCN1C(=O)CC(Sc2ncccc2C(=O)O)C1=O (centres undefined)	-6	0.5	0.0	-0.3	1	nt	0	-12
CCOc1ccc(-c2nnc3ccc(SC(C)C)nn23)cc1	4	-1.6	0.2	-0.9	-10	18	2	-8
C[C@@H]1CN([C@H](C)CO)S(=O)(=O)c2ccc(C3=CCCC3)cc2O[C@@H]1CN(C)CC1CCOCC1	4	-0.3	-0.5	-0.7	5	0	nt	-4
O=C(NCc1ccc(Cl)c(Cl)c1)c1cc(C2CCCCN2C(=O)OCCF)on1 (centres undefined)	1	1.6	0.0	4.4	30*	nt	-2	-11
O=C(NCc1ccccc1)c1ccccc1C(=O)c1ncc[nH]1	nt	nt	0.0	-2.2	-2	-4	-1	-15
COc1ccccc1CNC(=O)c1ccc(-c2ccccc2)cc1	-5	-0.1	0.0	-0.8	5	0	-2	-25
Cc1nnc(SCc2nc3sc(C(=O)O)c(C)c3c(=O)[nH]2)s1	-6	-0.1	0.2	1.0	5	20	-1	-83
CCc1ccccc1NC(=O)CN1C(=O)c2ccccc2S1(=O)=O	-9	0.3	0.0	-0.9	13	19	-2	3
O=C1N[C@@H](Cc2cnc[nH]2)C(=O)N2CCC[C@@H]12	3	0.0	-0.1	4.1	-7	9	-4	-21
COc1ccc(S(=O)(=O)NN(C)c2nc(C(F)(F)F)nc3ccccc23)cc1	nt	nt	0.6	nt	7	-13	1	-17
CC(=O)OCC1=C(C(=O)O)N2C(=O)C(NC(=O)c3ccc(F)cc3)C2SC1 (centres undefined)	nt	0.0	0.3	3.6	-1	-11	4	-13
CCCn1c(N)c(C(=O)COC(=O)CCS(=O)(=O)c2ccc(C)cc2)c(=O)[nH]c1=O	10	-0.8	0.0	-1.9	18	4	4	-2
O=C(N[C@H]1CC[C@H](CCNS(=O)(=O)c2cccc(Cl)c2)O[C@H]1CO)c1ccccc1	-3	-1.7	-0.2	-2.8	-1	1	4	-7
O=C(NCc1ccco1)c1ccc2c(=O)n(-c3ccccc3)c(=O)n(Cc3cccc(F)c3)c2c1	-2	nt	0.0	-2.8	5	-6	2	-33
C[C@H](CO)N1C[C@H](C)[C@H](CN(C)CC2CCCCC2)Oc2ccc(NC(=O)Cc3ccccc3)cc2CC1=O	0	0.2	0.2	1.1	0	-3	1	2
O=C(COC(=O)c1ccccc1)Nc1ncc([N+](=O)[O-])s1	8	0.9	0.1	1.8	-5	-53	84*	-20
O=C(CN1CCN(Cc2ccccc2Cl)C1=O)NCCCN1CCOCC1	3	3.9	0.0	-0.2	-4	13	-1	-4
C[C@H]1CN([C@@H](C)CO)C(=O)c2cc(C3=CCCCC3)cnc2O[C@@H]1CN(C)Cc1ccccc1F	3	-0.1	0.0	-2.4	-9	-2	-2	7
Cc1nnc(NC(=O)CSc2nnc(C)n2-c2ccc(F)cc2)s1	3	7.3	0.0	2.1	nt	11	-2	-12
O=C(O)c1ccc(C(=O)c2ccc3c(c2)C(=O)N(CCO)C3=O)cc1	-6	0.0	-0.1	-0.4	-9	21	-1	-17
Cc1cccc(N2CCN(C(=O)c3cccc(S(=O)(=O)N4CCOCC4)c3)CC2)c1C	-15	nt	0.1	0.9	-7	-35	4	-6
C[C@@H]1CN([C@@H](C)CO)C(=O)Cc2cc(NS(=O)(=O)c3ccc(F)cc3)ccc2O[C@H]1CN(C)S(=O)(=O)c1ccc(Cl)cc1	0	34*	-0.1	4.7	-7	6	nt	nt
COC(=O)C[C@H]1CC[C@@H](NC(=O)C2CC2)[C@@H](CO)O1	nt	1.0	0.2	-1.8	9	21	4	-16
C[C@H]1CN([C@@H](C)CO)C(=O)c2cc(C#Cc3ccccn3)cnc2O[C@@H]1CN(C)C(=O)c1ccccn1	6	0.0	0.4	2.3	-1	12	-1	-38
C[C@H]1CN([C@@H](C)CO)C(=O)CCCn2nncc2CO[C@H]1CN(C)S(=O)(=O)c1cccc(F)c1	0&5&5	0.9&0.1	0.3&0.4	2.0&-0.8&-2.8	-4&-10&-3	2&11	1&0&-1	5&-3&4
C[C@@H]1CN([C@H](C)CO)C(=O)c2cc(-c3ccccc3F)cnc2O[C@@H]1CN(C)Cc1cccc(C(=O)O)c1	5	0.3	0.0	-3.2	5	1	1	5
O=C(C[C@H]1CC[C@H]2[C@@H](COC[C@H](O)CN2Cc2nccs2)O1)N1CCC(Cc2ccccc2)CC1	0	0.2	0.1	1.2	2	-21	nt	nt
Cc1c(C(=O)N2CCN(C(c3ccccc3)c3ccccc3)CC2)oc2ccccc12	5	nt	0.0	0.8	-4	0	-1	-19
C[C@H]1CN([C@@H](C)CO)C(=O)c2cc(N(C)C)ccc2O[C@@H]1CN(C)C(=O)Nc1ccc(F)cc1	0	nt	0.9	-2.8	11	-23	0	9
O=C(N[C@H]1CC[C@H](CCNS(=O)(=O)c2ccc(F)cc2)O[C@@H]1CO)C1CCCC1	-6	-0.6	-0.4	-3.1	32*	-6	-1	-24
O=C(COC(=O)c1cncc(Br)c1)Nc1nnc(-c2ccccc2)o1	2	-0.2	0.0	1.9	4	11	19	-56
(listing goes on)
SMILES	RAD54 branch	E-selectin induc	XiGFP reactiv	CFTR F508del cor	DENV2 CPE	INS-1E GSIS act	CASP6 VEID inh	RAD52 inh
CN(c1ncc(C(F)(F)F)cc1Cl)N1C(=O)C2ONC3(C(=O)CC(C)(C)CC3=O)C2C1=O (centres undefined)	nt	nt	0.0	4.4	2	-3	1	-461
CCn1c(COc2ccccc2)nnc1SCC(=O)CC(=O)Nc1ccccc1OC	4	20	nt	nt	nt	8	1	-29
COc1cccc(CCc2nnc(CCC(=O)NC(C)c3c(C)nn(C)c3C)o2)c1 (centres undefined)	2	nt	0.0	3.4	10	3	6	-5
Cc1nsc(Nc2ccc([N+](=O)[O-])cc2)c1C#N	-9	-0.9	0.1	1.5	-1	-10	-7	-26
